FUS suppressor = FUS proteinopathy suppression in yeast; S. cerevisiae FUS-expressing, growth rescue, OD600, 24 h; Potency, µM (top dose mostly 76.6 µM), inactives show at the highest dose growth rescue (activation), most hits filed as activators; actives 0.24% (n = 390,000);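 note: plate controls were DMSO vehicle for no effect and reference control for full effect; nearly all actives have a fitted effect of over 55% in size; some results filed as inactive show a strong effect at the top dose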
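Read-out: OD at 600 nm after 24hr at 30C, reporting rescue of FUS-induced yeast toxicity. Cells at OD 0.005 in galactose (2%) minimal medium; compounds tested in a dilution series; CP55940 titration from 92uM final as control.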
aSyn yeast inh = inhibitors of alpha-synuclein toxicity in yeast; Yeast expressing alpha-synuclein, growth rescue, BacTiter-Glo, 24 h; Potency, µM (doses to about 46.1 µM), inactives show top-dose growth rescue (activation), hits mostly activators; actives 0.14% (n = 370,000); AID 652106; note: % of control where 0% means no effect; nearly all actives have a fitted effect of over 65% in size
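Screening used galactose-induced yeast with toxic alpha-synuclein levels, exposed to compound for 24 hr at 30 deg C. Cell growth, read with BacTiter-Glo luminescence, gave the measured signal.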
PTHR1 ag = agonists of human PTHR1 parathyroid hormone receptor. actives 0.075% (n = 410,000). HEK293 GP2 PTHR1 cells, GloSensor cAMP luminescence, 1 h. Potency, µM (series often up to 115 µM), inactives show top-dose activation, most hits filed as activators. AID 743266; note: nearly all actives have a fitted effect of over 55% in size; some results filed as inactive show a strong effect at the top dose; inactives centre near -15; many of its hits are not listed in these tables
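HEK-293-derived GP2 cells expressing PTHR1 and a GloSensor cAMP reporter, 3,000/well, plated overnight, given luciferin plus IBMX (each 0.5 mM as added) for 1 h at 37 °C, then compound for 1 h at 37 °C. Luminescence was read after 15 min at room temperature.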
EPAC2 antagonist = blocks human EPAC2 exchange factor; Q8WZA2; EPAC2 GEF exchange of Rap1B-BODIPY-GDP, fluorescence; Potency, µM (highest dose often 114 µM), without a hit: top-dose activity, negative = inhibition, hits mostly inhibitors; actives 0.18% (n = 360,000); AID 720708; note: % is set by controls: 0 for no effect and ±100 for the full control effect; nearly all actives have a fitted effect of over 45% in size; many of its hits are not listed in these tables
EPAC2 agonist = agonists of human EPAC2 (RAPGEF4) | EPAC2 activation, biochemical qHTS; response scale: 100% = 6.5 mM cAMP response | Potency, µM (highest dose often 154 µM), without a hit: at the highest dose activation, most hits filed as activators | actives 0.079% (n = 360,000) | AID 720711; note: nearly all actives have a fitted effect of over 50% in size
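Compounds were titrated in qHTS against a Rap1B-BODIPY-GDP (250 nM) complex with EPAC2 (100 nM) and GDP (50 uM). BODIPY-GDP release tracked at 480/540 nm over 30 min at room temperature, normalized to 6.5 mM cAMP.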
EPAC1 antagonist = antagonists of human EPAC1; actives 0.14% (n = 360,000); Potency, µM (series often up to 115 µM), for the others: at the highest dose activity change, negative = inhibition, actives largely listed as inhibitors; O95398; EPAC1 GEF assay, Rap1b-BODIPY-GDP exchange fluorescence;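 note: plate controls were vehicle for no effect and positive control for full effect; nearly all actives have a fitted effect of over 50% in size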
Target sequence (O95398 whole entry, looked up): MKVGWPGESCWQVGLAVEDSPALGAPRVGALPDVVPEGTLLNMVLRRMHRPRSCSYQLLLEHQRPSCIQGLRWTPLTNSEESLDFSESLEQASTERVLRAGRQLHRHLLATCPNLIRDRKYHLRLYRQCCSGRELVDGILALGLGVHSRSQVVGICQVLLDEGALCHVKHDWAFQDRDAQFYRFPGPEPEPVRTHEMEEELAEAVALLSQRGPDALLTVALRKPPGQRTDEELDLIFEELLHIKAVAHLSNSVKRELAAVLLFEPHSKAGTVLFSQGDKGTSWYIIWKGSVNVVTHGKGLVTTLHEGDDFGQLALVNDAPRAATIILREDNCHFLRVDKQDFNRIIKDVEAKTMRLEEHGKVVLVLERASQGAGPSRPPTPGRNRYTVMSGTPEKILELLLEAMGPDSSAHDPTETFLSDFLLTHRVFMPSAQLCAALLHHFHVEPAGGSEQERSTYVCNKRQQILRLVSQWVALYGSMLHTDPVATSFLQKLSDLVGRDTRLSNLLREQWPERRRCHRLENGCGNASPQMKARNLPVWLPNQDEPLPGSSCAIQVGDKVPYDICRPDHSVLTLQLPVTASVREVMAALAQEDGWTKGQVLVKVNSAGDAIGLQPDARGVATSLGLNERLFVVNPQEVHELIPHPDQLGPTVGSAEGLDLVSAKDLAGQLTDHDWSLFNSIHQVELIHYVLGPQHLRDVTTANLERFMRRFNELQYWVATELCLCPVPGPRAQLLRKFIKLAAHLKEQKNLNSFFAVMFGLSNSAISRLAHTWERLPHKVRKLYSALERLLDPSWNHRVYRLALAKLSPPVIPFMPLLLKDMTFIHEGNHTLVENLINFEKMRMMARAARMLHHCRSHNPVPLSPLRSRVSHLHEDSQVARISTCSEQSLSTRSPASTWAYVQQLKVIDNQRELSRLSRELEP
TDP-43 yeast inh = inhibitors of TDP-43 toxicity in yeast; TDP-43 expressing yeast growth rescue, BacTiter-Glo, 24 h; Potency, µM (doses to about 46.1 µM), for the others: at the top dose growth rescue (activation), hits mostly activators; AID 652104; actives 1.8% (n = 410,000); note: % of control where 0% means no effect; nearly all actives have a fitted effect of over 50% in size
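Readout is BacTiter-Glo luminescence of cell growth, so inhibitors register as activators. TDP-43-expressing yeast at OD600=0.02 in galactose medium, after raffinose pregrowth to mid-log, were incubated with compound for 24 hr at 30 deg C.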
EPAC1 agonist = EPAC1 (human) agonism | O95398 | EPAC1 agonist qHTS, biochemical assay; response scale: 100% = response to 6.5 mM cAMP | Potency, µM (top dose mostly 154 µM), for inactives: at the highest dose activation, usual class: activators | actives 0.073% (n = 360,000) | AID 720707; note: nearly all actives have a fitted effect of over 60% in size
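Fluorescent GDP-exchange assay: 100 nM EPAC1 with 250 nM Rap1B preloaded with BODIPY-GDP and 50 uM GDP; compounds tested as concentration series, 5 min at room temperature, then read every 5 min for 30 min (ex 480/em 540 nm); normalized to 6.5 mM cAMP.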
* hit, by the source's call; i = inactive; ? = inconclusive; . = not tested or not shown; [ ] = another dose, or the depositor's remark. Calls come from the whole dose curve; as a rule, active = well fitted curve in the direction sought with a large enough effect; inconclusive = small, poorly fitted or top-dose-only effect, or another doubt; inactive = no such curve, though single readings can be large; an effect the other way counts as inactive or inconclusive. Potency is the fitted concentration of half-maximal effect. Not all compounds are listed, so the mix of outcomes need not match the whole.

SMILES	FUS suppressor	aSyn yeast inh	PTHR1 ag	EPAC2 antagonist	EPAC2 agonist	EPAC1 antagonist	TDP-43 yeast inh	EPAC1 agonist
COCCNC(=O)c1ccc(-c2cn[nH]c2)c2ccoc12	-11%	-3%	i	16%	7%	2%	12%	-11%
Cc1cc(C)n(C(=O)Cn2nc(C(F)F)cc2C)n1	14%	4%	-9%[57.5 µM]	-1%	-1%	0%	0%	4%
O=C(COC(=O)/C=C/c1ccccc1)Nc1ccccc1Br	34%	-8%	-22%	6%	4%	0%	18%	-9%
O=C(c1cccs1)N1CCN(C(=O)c2cn(-c3ccccc3)nc2-c2ccccc2)CC1	?	8%	i	-8%	17%	-11%	12%	16%
CSc1nc(SCC(=O)O)c2c3c(sc2n1)COC(C)(C)C3	-4%	-1%	-13%	7%	1%	-5%	3%	-4%
COC(=O)c1cn(NC(=O)Cc2c(F)cccc2Cl)c(=O)c2ccccc12	11%	1%	i	11%	-1%	2%	-18%	-5%
CCCCSc1nnc2c(n1)[nH]c1ccccc12	28%	-13%	i	13%	1%	11%	-1%	-2%
COc1cccc(C2/C(=C(\O)c3ccc4c(c3)OCCO4)C(=O)C(=O)N2CCCn2ccnc2)c1 (configuration not stated)	2%	-5%	-3%	3%	4%	1%	7%	3%
O=C(Nc1cccc2cccnc12)c1ccc2c(c1)OCCO2	26%	-5%	-12%[57.5 µM]	-16%	14%	-13%	?	20%
O=C(CCS(=O)(=O)c1ccc(Cl)cc1)N1CCN(c2ccc(F)cc2)CC1	12%	11%	-88%[inhibitor]	1%	4%	5%	15%	3%
CCOc1ccccc1N1CCN(C(=O)/C=C/c2cccc([N+](=O)[O-])c2)CC1	23%	13%	i	-24%	14%	-24%	14µM*	5%
COc1ccc(C(=O)Nc2ccc3[nH]ccc3c2)cc1OC	18%	5%	i	2%	9%	2%	-4%	3%
CCOc1ccc(CN2CCCC(N3CCN(c4ccc(OC)cc4)CC3)C2)cc1 (configuration not stated)	-7%	-1%	-31%[inhibitor]	8%	6%	-4%	9%	1%
COCCN1C[C@@H](CO)O[C@@H](n2cnc3c(N4CCN(C)CC4)ncnc32)C1	-19%	-2%	i	9%	12%	7%	21%	-1%
Cc1sc(NC(=O)c2ccc(OCC(C)C)cc2)c(C(N)=O)c1-c1ccc(Cl)cc1Cl	0%	7%	-50%[inhibitor]	-3%	-2%	-5%	17%	12%
Cn1nnnc1Sc1ncnc2scc(Br)c12	-14%	.	-57%[inhibitor]	5%	11%	6%	.	-5%
O=C(/C=C/c1ccco1)N(Cc1cccc(Br)c1)C1CCS(=O)(=O)C1 (configuration not stated)	28%	6%	i	-11%	5%	-29%	-2%	3%
CCOC(=O)C1CCN(CC(O)COCc2cccs2)CC1 (configuration not stated)	1%	0%	i	-1%	8%	-6%	-12%	7%
CC1(C)Cc2c(c(=S)nc(-c3ccccc3)n2CCN2CCOCC2)CO1	3%	-8%	-4%[57.5 µM]	19%	0%	9%	-18%	2%
CCn1nnnc1SCC(=O)Nc1cc(C)on1	17%	-1%	-7%[57.5 µM]	1%	0%	2%	6%	3%
COc1ccc(C(C)C)cc1S(=O)(=O)Nc1ccncc1	4%	0%	-23%	5%	-3%	-24%	-4%	7%
CCCn1c(=O)c(/C(N)=N/O)nn(-c2cccc(C(F)(F)F)c2)c1=O	3%	2%	-13%	-4%	4%	-13%	18%	3%
CC(C)(C)c1ccc(C(CC(=O)O)NC(=O)C23CC4CC(CC(C4)C2)C3)cc1 (configuration not stated)	6%	1%	-13%	-2%	5%	-9%	3%	-5%
Cc1ccc(CNC(=O)CCOc2ccc(C(C)(C)C)cc2)cc1	24%	2%	-7%[57.5 µM]	-7%	6%	-5%	26%	1%
Cc1c(CCC(=O)NC2CC2)c(=O)oc2cc(O)ccc12	-9%	-1%	7%	16%	8%	-17%	-1%	-27%
COc1ccc(C)cc1-n1c(N)c(C#N)c(C#N)c1-c1ccc(OC)c(OC)c1OC	8%	8%	-33%[57.5 µM]	-5%	1%	-7%	6%	-1%
N/C(Cc1nc2ccccc2s1)=N\O	20%	-1%	-5%	-10%	-1%	11%	-13%	-1%
CC1CCc2sc3nc(NCc4ccco4)n4ncnc4c3c2C1 (configuration not stated)	23%	0%	i	-1%	27%	-11%	25µM*	0%
CN(Cc1ccc(C(F)(F)F)cc1)C(=O)C1CC(=O)N(Cc2ccco2)C1 (configuration not stated)	19%	-4%	i	3%	-3%	?	6%	4%
CN1/C(=C/c2cc[n+](C)c3ccccc23)C=Cc2ccccc21	-2%	-34%[inhibitor]	-26%	-25%	7%	-22%	-56%[inhibitor]	2%
Fc1ccc(-c2nnc3ccc(N4CCCC4)nn23)cc1	-11%	0%	i	-5%	-1%	0%	28%	10%
COc1cccc(C=NNC(=O)C(C)SC(C)C(=O)NN=Cc2cccc(OC)c2)c1 (configuration not stated)	-4%	-5%	i	0%	-3%	9%	1%	-2%
COc1ccc2oc(=N)c(C(=O)Nc3ccc(Br)cc3)cc2c1	-9%	-8%	-64%[inhibitor]	3%	3%	-22%	-14%	9%
COc1ccccc1NC(=O)N[C@@H](Cc1c[nH]c2ccccc12)C(=O)NN	44%	-3%	-2%	-4%	0%	-17%	-16%	7%
Cn1c2c(c(=O)n(C)c1=O)C(CC(=O)Nc1ccc(F)cc1)C(=O)N2 (configuration not stated)	7%	-1%	-21%	-7%	-1%	-5%	-21%	-12%
Cc1nc(NCCO)c(C#N)c2c1COC(C)(C)C2	-20%	1%	-11%[57.5 µM]	-2%	-7%	-3%	10%	6%
Clc1ccc(CSCCc2ccncc2)cc1	0%	-10%	i	3%	2%	4%	20%	-6%
CC(=O)Nc1ccc(NC(=O)c2cc(-c3ccc(F)cc3C)n[nH]2)cc1	-16%	-2%	-15%	5%	6%	?	10%	-8%
O=C(Nc1cccc(Cl)c1Cl)C1CC(=O)N(c2ccc(Br)cc2)C1 (configuration not stated)	31%	2%	-23%[57.5 µM]	1%	7%	9%	-17%	-1%
CSCC(O)Cn1[nH]c(=O)c2cc(Cl)c(Cl)cc2c1=O (configuration not stated)	-4%	-1%	i	-7%	8%	9%	-1%	10%
COc1ccc(S(=O)(=O)N2CCN(C(C)C(=O)Nc3ccc(C(C)C)cc3)CC2)cc1 (configuration not stated)	.	0%	-9%	-11%	9%	-17%	13%	-2%
O=C(COc1ccc(Cl)cc1)N1CCN(C(=O)c2cccs2)CC1	14%	9%	i	-9%	17%	0%	0%	-1%
O=C(Nc1cccc([N+](=O)[O-])c1)Nc1ccc2c(c1)CCC2	-4%	6%	i	3%	4%	?	8%	-1%
CCn1c(=O)c(C(=O)Nc2ccc(C)cc2C)c(O)c2ccccc21	-3%	-1%	i	6%	1%	-1%	8%	0%
CC(Oc1ccc(Cl)cc1Cl)C(=O)NCc1ccncc1 (configuration not stated)	9%	2%	-21%[57.5 µM]	-5%[57.1 µM]	-3%	-9%	4%	4%
Cc1ccc(NC(=O)CCC(=O)NNC(=O)c2cccs2)cc1C	25%	-8%	i	9%	1%	13%	-9%	-2%
O=C1CCCN1C(=O)COc1ccccc1[N+](=O)[O-]	13%	-1%	-4%	1%	7%	-21%	-14%	6%
CCCCS(=O)(=O)N1CCCC(C(=O)Oc2ccc(Cl)cc2)C1 (configuration not stated)	-2%	-2%	-20%	-2%	9%	-19%	1%	-2%
CCCCCCn1nc(C(=O)Nc2nc3c(s2)CCCC3)c2ccccc2c1=O	.	2%	-14%	6%	9%	10%	3%	4%
CCOC(=O)C1C(C)C(C(C)(C)C)N(S(=O)(=O)c2ccc(C)cc2)C1c1ccccc1 (configuration not stated)	24%	-13%	-64%[inhibitor]	-18%	4%	-11%	7%	-4%
O=C(CN1C(=O)S/C(=C\c2ccc(C(=O)O)cc2)C1=O)Nc1ccccc1	-17%	?	i	2%	7%	1%	-16%	-7%
Cc1cccc(S(=O)(=O)N2CCn3cccc3C2C)c1 (configuration not stated)	.	11%	-12%	8%	-1%	19%	26%	9%
COC(=O)C1=C(C)N(c2ccccc2)/C(=C/c2ccco2)C1=O	3%	-5%	-3%	-15%	-47%[inhibitor]	-7%	-5%	-1%
CCCc1cc(=O)oc2cc(OCC(=O)NCCc3ccc(S(N)(=O)=O)cc3)ccc12	36%	-1%	-25%	-6%	6%	6%	5%	3%
CN[C@H](C)C(=O)NC[C@H]1O[C@@H](n2ccc(N)nc2=O)[C@H](O)[C@@H]1O	12%	2%	-24%	8%	7%	-11%	11%	11%
COC(=O)C(CC(=O)c1ccc(Cl)cc1)c1ccc(C)cc1 (configuration not stated)	-1%	0%	-45%[inhibitor]	0%	13%	0%	-21%	1%
COc1ccc2sc(N(CCCN(C)C)C(=O)c3ccc(C(=O)c4ccccc4)cc3)nc2c1	38%	-2%	?	-14%	12%	-11%	5%	10%
Cc1cc(Oc2ccc(=O)n(C)n2)nc(SCc2ccccc2)n1	-22%	-5%	-3%	5%	14%	0%	6%	5%
CC(=O)Oc1ccc(C(=O)Nc2ccc3c(c2)OCCO3)cc1	7%	-3%	0%	-5%	6%	-18%	3%	3%
CCCCn1c(NCc2cc(C)ccc2O)nc2ccccc21	-17%	0%	-29%	-11%	15%	-6%	-5%	13%
O=C(NCc1n[nH]c(=S)n1-c1ccc(F)cc1)c1ccc(S(=O)(=O)N2CCOCC2)cc1	-4%	-11%	i	15%[57.1 µM]	12%	-9%	-6%	0%

Reformatted: two of the compounds above.
COC(=O)C(CC(=O)c1ccc(Cl)cc1)c1ccc(C)cc1 (configuration not stated)
- FUS suppressor = -1%
- aSyn yeast inh = 0%
- PTHR1 ag = -45%[inhibitor]
- EPAC2 antagonist = 0%
- EPAC2 agonist = 13%
- EPAC1 antagonist = 0%
- TDP-43 yeast inh = -21%
- EPAC1 agonist = 1%
CN[C@H](C)C(=O)NC[C@H]1O[C@@H](n2ccc(N)nc2=O)[C@H](O)[C@@H]1O
- FUS suppressor = 12%
- aSyn yeast inh = 2%
- PTHR1 ag = -24%
- EPAC2 antagonist = 8%
- EPAC2 agonist = 7%
- EPAC1 antagonist = -11%
- TDP-43 yeast inh = 11%
- EPAC1 agonist = 11%

Source: PubChem
